Screening results (PubChem BioAssay)
POLB inh: inhibitors of human DNA polymerase beta; P06746; Pol beta primer extension/strand displacement, fluorescence kinetic; Potency, µM (highest dose often 114 µM), without a hit: at the highest dose activity change, negative = inhibition, hits mostly inhibitors; 340,000 tested, 1.3% active; AID 485314; further: on the % scale 0 is the no-effect control and ±100 the full control effect
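Values derive from four-parameter Hill fits of normalized kinetic data: reads at 0 and 10 min following addition of 50 nM substrate to 10 nM Pol beta preincubated 15 min with compound.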
BAZ2B block: blocks human BAZ2B | AlphaScreen BAZ2B-H3K14Ac peptide displacement | 360,000 tested, 4.4% active | Q9UIF8 | Potency, µM (doses to about 114 µM), without a hit: at the top dose activity change, negative = inhibition, actives largely listed as inhibitors; further: on the % scale 0 is the no-effect control and ±100 the full control effect; nearly all actives have a fitted effect of over 60% in size
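Complex of BAZ2B and biotin-H3K14Ac (50 nM apiece) forms over 30 min at RT, then faces library compounds up to 110 uM for another 30 min; AlphaScreen beads added, 20 min dark incubation, luminescence read.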
Pol kappa inh: DNA polymerase kappa (human) inhibition; Q9UBT6; purified Pol kappa, fluorescent DNA synthesis assay, 10 min; Potency, µM (doses to about 107 µM), for inactives: at the top dose activity, negative = inhibition, hits mostly inhibitors; 400,000 tested, 0.53% active; AID 588579; further: on the % scale 0 is the no-effect control and ±100 the full control effect
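First, compounds were pin-transferred onto 10 nM Pol kappa. After 15 min at room temperature, substrate was added to 50 nM final. Fluorescence was then measured kinetically at 0 and 10 min.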
APEX1 inh: inhibitors of human APE1 endonuclease. P27695. recombinant APE1, TAMRA/BHQ-2 abasic DNA cleavage fluorescence. Potency, µM (highest dose often 65.8 µM), for the others: at the top dose activity change, negative = inhibition, usual class: inhibitors. 350,000 tested, 0.35% active;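 further: plate controls were vehicle for no effect and reference inhibitor for full effect; nearly all actives have a fitted effect of over 55% in size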
Target sequence (P27695 whole entry, looked up): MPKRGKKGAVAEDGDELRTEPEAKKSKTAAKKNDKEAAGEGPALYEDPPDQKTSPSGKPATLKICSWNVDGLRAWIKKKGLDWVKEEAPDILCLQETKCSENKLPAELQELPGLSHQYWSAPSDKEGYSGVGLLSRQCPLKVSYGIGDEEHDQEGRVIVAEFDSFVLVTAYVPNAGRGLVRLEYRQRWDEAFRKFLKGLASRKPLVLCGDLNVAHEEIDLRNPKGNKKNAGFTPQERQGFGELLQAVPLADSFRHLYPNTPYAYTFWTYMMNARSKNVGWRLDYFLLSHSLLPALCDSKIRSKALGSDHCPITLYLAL
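Enzyme (0.75 nM final) and test compound are incubated 15 min at room temperature before adding 50 nM quenched THF abasic-site duplex. Cleavage dequenches TAMRA, followed at 525/598 nm over three reads one minute apart.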
POLH inh: inhibitors of human DNA polymerase eta. recombinant Pol eta, fluorescent DNA replication assay. Potency, µM (titrated, usually from 114 µM), without a hit: at the top dose activity change, negative = inhibition, hits mostly inhibitors. 390,000 tested, 1.2% active. AID 588591; further: on the % scale 0 is the no-effect control and ±100 the full control effect
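Fluorescent replication assay: 50 nM final substrate added after a 15 min room-temperature compound preincubation with 10 nM enzyme. Signal taken at 0 min and again at 10 min.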
Anesthetic bind: candidate novel general anesthetic via apoferritin binding | P02791 | apoferritin/1-aminoanthracene competitive binding, fluorescence | Potency, µM (series often up to 77.5 µM), for inactives: at the top dose activity change, negative = displacement, hits mostly inhibitors | 350,000 tested, 0.074% active; further: on the % scale 0 is the no-effect control and ±100 the full control effect; nearly all actives have a fitted effect of over 20% in size
Target sequence (P02791 2-175 limits assumed): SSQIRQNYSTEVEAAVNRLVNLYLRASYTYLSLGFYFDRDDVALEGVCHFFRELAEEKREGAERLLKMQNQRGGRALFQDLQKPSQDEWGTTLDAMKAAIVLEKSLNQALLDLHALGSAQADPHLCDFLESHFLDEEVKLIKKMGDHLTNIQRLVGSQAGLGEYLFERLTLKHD
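In PBS, apoferritin at 10 uM is loaded with 1-AMA from a 50% saturated solution. After 10 min of compound exposure at ambient temperature, reduced 535 nm fluorescence indicates probe displacement.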
BLM helicase inh: blocks DNA unwinding by human BLM helicase; P54132; recombinant BLM DNA unwinding, fluorescence dequenching; Potency, µM (titrated, usually from 56.1 µM), for inactives: at the highest dose activity change, negative = inhibition, actives largely listed as inhibitors; 350,000 tested, 0.2% active; AID 2528;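 further: plate controls were vehicle for no effect and no enzyme for full effect; nearly all actives have a fitted effect of over 35% in size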
G9a block: G9a (human) methyltransferase inhibition; Q96KQ7; G9a H3K9 monomethylation, AlphaScreen, 2 h; Potency, µM (doses to about 102 µM), without a hit: at the highest dose activity, negative = inhibition, most hits filed as inhibitors; 350,000 tested, 8.8% active; AID 504332; further: on the % scale 0 is the no-effect control and ±100 the full control effect; nearly all actives have a fitted effect of over 75% in size
Target sequence (Q96KQ7 913-1193 limits assumed): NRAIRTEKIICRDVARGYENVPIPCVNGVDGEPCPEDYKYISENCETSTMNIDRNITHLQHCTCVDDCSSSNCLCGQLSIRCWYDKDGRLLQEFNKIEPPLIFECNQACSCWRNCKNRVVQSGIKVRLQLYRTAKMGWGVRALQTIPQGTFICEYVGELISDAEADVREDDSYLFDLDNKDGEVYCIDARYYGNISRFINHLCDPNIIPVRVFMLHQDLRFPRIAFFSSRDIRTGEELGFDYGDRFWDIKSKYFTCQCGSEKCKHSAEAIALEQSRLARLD
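Quantitative HTS format: methyltransferase activity on a biotin-tagged H3K9 peptide is measured by AlphaScreen, using a rabbit anti-monomethyl-H3K9 antibody with streptavidin donor and anti-IgG acceptor beads. Final levels are 20 nM enzyme, 500 nM peptide, 20 uM SAM; 2 h RT.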
POLI inh: DNA polymerase iota (human) inhibition | Pol iota fluorescent replication assay, 10 min | Potency, µM (titrated, usually from 115 µM), without a hit: at the top dose activity, negative = inhibition, hits mostly inhibitors | 390,000 tested, 1% active
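Pol iota at 10 nM preincubated 15 min with compounds at room temperature; reaction started with fluorescent substrate, 50 nM final. Fluorescence read kinetically at 0 and 10 min; buffer-only wells as negative control.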
Starred values were filed as active, the others as inactive; ? = inconclusive; . = no result given; [ ] = remark or other dose. The call rests on the fitted dose curve; in most records, active means well fitted curve in the direction sought with a large enough effect; inconclusive means small, poorly fitted or top-dose-only effect, or another doubt; inactive means no such curve, though single readings can be large; an effect the other way counts as inactive or inconclusive. Potency means the concentration at half of the fitted maximal effect. A portion of the library; rates above refer to the full screens.

1	Cc1ccccc1NC(=O)C(=Cc1ccc(C(=O)O)cc1)C(=O)Nc1ccccc1C
2	O=C1CCC(C(=O)OCC(=O)c2ccccc2)N1 (stereo not drawn)
3	CCC(CC)NC(=O)c1ccc2c(c1)OCCO2
4	O=C(Nc1ccc(Br)cc1F)c1ccc2c(c1)N(Cc1ccccc1)C(=O)CS2=O (stereo not drawn)
5	CCC(C)c1ccc(C(C)NC(=S)NCc2ccc(F)cc2)cc1 (stereo not drawn)
6	CCNC(=O)C1CC(=O)OC12CCCCC2 (stereo not drawn)
Compound,1,2,3,4,5,6
POLB inh,5%,7%,7%,7%,22%,37%
BAZ2B block,-17%,-18%,-6%,10%,-13%,1%
Pol kappa inh,-3%,-3%,-9%,-49%,-17%,-10%
APEX1 inh,1%,5%,-2%,-3%,9%,3%
POLH inh,56µM*,-23%,-12%,?,-6%,5%
Anesthetic bind,-5%,-10%,-6%,3%,10%,-2%
BLM helicase inh,-1%,-4%,1%,-1%,-13%,-4%
G9a block,?,-5%,28%[12.7 µM],-4%[59 µM],47%,26%[0.501 µM]
POLI inh,?,151%[activator],8%,?,9%,3%

7	O=C(Nc1ccc(Br)cc1)c1cccc(N2C(=O)C3C4CCC(C4)C3C2=O)c1 (stereo not drawn)
8	Cn1c(N2C(=O)CC(Cc3ccccc3)C2=O)nc2ccccc21 (stereo not drawn)
9	O=C(CN1C(=O)c2cccc3cccc1c23)NCc1cccnc1
10	CCOC(=O)c1[nH]c2ccc(OC)cc2c1NC(=S)N1CCN(c2cccc(Cl)c2)CC1
11	Cc1c(C)c2ccc(OCC(=O)N3CCN(c4ccccc4)CC3)cc2oc1=O
12	COc1ccc(NC(=O)CSc2n[nH]c(-c3ccccc3)n2)cc1Cl
Compound,7,8,9,10,11,12
POLB inh,24%,83%,8%,-21%,5%,13%
BAZ2B block,8%,5%,4%,3%,-22%[57.1 µM],3%
Pol kappa inh,-9%,-7%,0%,-3%,5%,-7%[60.1 µM]
APEX1 inh,16%,-5%,1%,2%,36%,.
POLH inh,-17%,-13%,-3%,-16%,8%,-18%
Anesthetic bind,-10%,-16%,137%[activator],-2%,0%,-10%
BLM helicase inh,-1%,4%,2%,0%,-1%,-6%
G9a block,21%[59 µM],-12%[59 µM],2%,-9%,3%,-4%[59 µM]
POLI inh,10%,-8%,4%,13%,35%,5%

13	O=C(NCCCn1ccnc1)C(=O)NCc1ccc(Cl)cc1
14	O=C(CNS(=O)(=O)c1cccc(C(F)(F)F)c1)Nc1ccccc1F
15	COc1ccc(OC)c(CN2CCN(C(=O)c3cccc(S(=O)(=O)Nc4ccccc4OC)c3)CC2)c1
16	O=C(CSc1n[nH]c(=O)n1Cc1ccco1)Nc1ccccc1
17	O=C(CSc1nnc(-c2cccnc2)s1)Nc1cccc(C(=O)O)c1
18	COc1ccc(C2(CNC(=O)C(c3ccccc3)c3ccccc3)CCOCC2)cc1OC
Compound,13,14,15,16,17,18
POLB inh,20%,-3%,.,0%,19%,-4%
BAZ2B block,-9%,0%,?,-15%,0%,10%
Pol kappa inh,-7%,-11%,-6%,1%,-6%,-2%
APEX1 inh,6%,1%,-4%,2%,5%,-3%
POLH inh,9%,-3%,-13%,-26%,?,-15%
Anesthetic bind,-9%,-1%,.,5%,33%[activator],3%
BLM helicase inh,3%,-5%,.,-3%,2%,4%
G9a block,16%[59 µM],-32%,-50%,2%,?,-12%[59 µM]
POLI inh,12%,-7%,15%,15%,21%,8%

19	Cc1cccc(NC(=O)c2cc(Cl)nc3ccccc23)c1
20	CC(=O)OC1CC2C(C)(C)C(=O)C=C[C@]2(C)C2CC[C@@]3(C)C(c4ccoc4)OC(=O)C4O[C@@]43[C@]12C (stereo partly drawn)
21	CCC(NC(=O)C(C)NC)C(=O)N1CCCC1C(=O)NC1CCCc2ccccc21 (stereo not drawn)
22	Cc1nc2ccccc2c(=O)n1/N=C/c1ccccc1OC(F)F
23	COc1ccccc1NC(=O)C1=C(C)Nc2nc(-c3cccs3)nn2C1c1cccc(O)c1 (stereo not drawn)
24	CCOc1ccc(C2C=C(c3ccc(C)cc3)Nc3ncnn32)cc1 (stereo not drawn)
Compound,19,20,21,22,23,24
POLB inh,1%,.,.,7%,2%,28%
BAZ2B block,0%,.,1%,-1%,-9%,12%
Pol kappa inh,-16%,-6%[60.1 µM],20%,3%,-7%,.
APEX1 inh,-2%,-2%,-15%,7%,-2%,-1%
POLH inh,-14%,.,-5%,-9%,?,.
Anesthetic bind,-23%,-6%,.,-8%,-3%,738%[activator]
BLM helicase inh,0%,-5%,.,-3%,-10%,-3%
G9a block,15%,-29%[2.33 µM],17%[2.33 µM],14%,-43%[59 µM],28µM*
POLI inh,19%,.,-25%,112%[activator],3%,.

25	CCc1ccccc1N(CC)C(=O)c1cc2c(s1)-c1ccccc1OC2
26	C=C(C)C(=O)N1CC2(CC(c3cccc(NC(=O)CC(c4ccccc4)c4ccccc4)c3)=NO2)C[C@H]1C(N)=O (stereo partly drawn)
27	Cc1nc2ccccc2n1CCOc1ccc(F)cc1
28	COc1ccc(CCNC(=O)COc2ccc(S(=O)(=O)N3CCOCC3)cc2)cc1
29	O=C(N/N=C\c1cccc(Cl)c1)c1ccc(Cn2cc(Br)c([N+](=O)[O-])n2)o1
30	C=CCn1c(=O)c2c(nc(-n3nc(C)cc3C)n2C)n(C)c1=O
Compound,25,26,27,28,29,30
POLB inh,-3%,-29%,0%,10%,-20%,21%
BAZ2B block,131%[activator],-17%,7%,12%,-37%,15%
Pol kappa inh,-13%,-19%,-17%,-5%,-14%,13%
APEX1 inh,.,?,18%,-7%,1%,-8%
POLH inh,-9%,-15%,-6%,-5%,?,-14%
Anesthetic bind,10%,?,-4%,12%,-10%,0%
BLM helicase inh,-8%,-1%,-1%,1%,1%,2%
G9a block,160%[activator][59 µM],-46%[59 µM],?,?,8%[59 µM],.
POLI inh,8%,5%,-9%,-6%,-6%,-10%

31	O=c1c(-c2ccc(Cl)cc2)coc2c(CN3CCCCC3)c(O)ccc12
32	COc1cc(Cl)c(C)cc1NC(=O)CSc1nc2c(c(=O)[nH]1)CCCC2
33	O=C(N/N=C/C=C\c1ccccc1[N+](=O)[O-])c1cc(-c2ccc3ccccc3c2)n[nH]1
34	CC(/C=N/NC(=O)c1cc(-c2ccncc2)nc2ccccc12)=C\c1ccco1
35	COc1ccc(S(=O)(=O)N2CCCCCC2)cc1C(=O)NCCc1ccc(F)cc1
36	O=C(Cn1c(-c2cccs2)cc2ccccc21)N1CCN(c2ccc(F)cc2)CC1
Compound,31,32,33,34,35,36
POLB inh,16%,5%,18µM*,2%,.,31%
BAZ2B block,-38%,-4%,?,-8%,-2%,-11%
Pol kappa inh,-6%,-4%,-30%,-42%,-2%,6%
APEX1 inh,4%,.,?,15%,-10%,.
POLH inh,-4%,.,?,?,-20%,-11%
Anesthetic bind,0%,-18%,9%,-20%,.,-16%
BLM helicase inh,-3%,-1%,-22%,-17%,.,-5%
G9a block,.,-38%[59 µM],-12%,?,4%[12.7 µM],-4%[59 µM]
POLI inh,32µM*,28%,?,?,18%,18%

37	CCCc1cc(=O)oc2cc(Oc3ncccn3)ccc12
38	O=C(O)CN1C(=O)C2C3CC(C2C1=O)C1C(c2ccc(F)cc2)c2sc(=O)[nH]c2SC31 (stereo not drawn)
39	COc1cc(/C=C/C(=O)OCC(=O)Nc2c(C)n(C)n(-c3ccccc3)c2=O)ccc1OCC#N
40	COc1ccccc1CC(=O)NNS(=O)(=O)c1cccc([N+](=O)[O-])c1
Compound,37,38,39,40
POLB inh,14%,0%,7%,56%
BAZ2B block,2%,2%,-12%,-5%
Pol kappa inh,-11%,-7%,-4%,1%
APEX1 inh,17%,0%,-9%,2%
POLH inh,-12%,-2%,-4%,-5%
Anesthetic bind,7%,-8%,-4%,12%
BLM helicase inh,-5%,-1%,1%,-1%
G9a block,10%[12.7 µM],45µM*,-1%,10%
POLI inh,18%,?,-9%,15%

A second format for 8 compounds above:
cpd	Compound	POLB inh	BAZ2B block	Pol kappa inh	APEX1 inh	POLH inh	Anesthetic bind	BLM helicase inh	G9a block	POLI inh
33	O=C(N/N=C/C=C\c1ccccc1[N+](=O)[O-])c1cc(-c2ccc3ccccc3c2)n[nH]1	18µM*	?	-30%	?	?	9%	-22%	-12%	?
34	CC(/C=N/NC(=O)c1cc(-c2ccncc2)nc2ccccc12)=C\c1ccco1	2%	-8%	-42%	15%	?	-20%	-17%	?	?
35	COc1ccc(S(=O)(=O)N2CCCCCC2)cc1C(=O)NCCc1ccc(F)cc1	.	-2%	-2%	-10%	-20%	.	.	4%[12.7 µM]	18%
36	O=C(Cn1c(-c2cccs2)cc2ccccc21)N1CCN(c2ccc(F)cc2)CC1	31%	-11%	6%	.	-11%	-16%	-5%	-4%[59 µM]	18%
37	CCCc1cc(=O)oc2cc(Oc3ncccn3)ccc12	14%	2%	-11%	17%	-12%	7%	-5%	10%[12.7 µM]	18%
38	O=C(O)CN1C(=O)C2C3CC(C2C1=O)C1C(c2ccc(F)cc2)c2sc(=O)[nH]c2SC31 (stereo not drawn)	0%	2%	-7%	0%	-2%	-8%	-1%	45µM*	?
39	COc1cc(/C=C/C(=O)OCC(=O)Nc2c(C)n(C)n(-c3ccccc3)c2=O)ccc1OCC#N	7%	-12%	-4%	-9%	-4%	-4%	1%	-1%	-9%
40	COc1ccccc1CC(=O)NNS(=O)(=O)c1cccc([N+](=O)[O-])c1	56%	-5%	1%	2%	-5%	12%	-1%	10%	15%
